Compound activity deposited in PubChem BioAssay by several laboratories.
zfTRPN1 agonist: zebrafish TRPN1 (NompC) channel agonism | 220,000 tested, 0.18% active | HEK293 zebrafish TRPN1-YFP, Fluo-8 calcium fluorescence; 100% = response to 87 µM carbachol | activation, % at 3 µM;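 active = activation above its plate's cutoff, the mean activation of test wells on that plate plus 3 SD, cut at about 19% in these data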;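 also: 0% = DMSO alone and 100% = 87 µM carbachol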
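Material: zebrafish TRPN1-YFP in HEK293 cells. Doses: one dose of 3 µM, 0.3% DMSO. Incubation: dye 1 h 37 °C plus 30 min RT. Measured by: intracellular calcium fluorescence with Fluo-8.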
TRPML3 agonist: human mucolipin-3 channel agonism. HEK293 TRPML3-YFP, Fluo-8 calcium fluorescence; 100% = the carbachol control signal. activation, % at 3 µM. 220,000 tested, 0.29% active. AID 1448;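 active = activation above its plate's cutoff, the mean activation of the plate's test wells plus 3 SD, cut at about 12% in these data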;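 also: 0% = DMSO only wells and 100% = carbachol wells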
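Test system: HEK293 cells stably carrying human TRPML3-YFP; Doses: single dose, 3 µM final nominal compound, 0.3% DMSO final; Schedule: dye loading 1 h 37 °C then 30 min ambient, 125 s read; Technique: Fluo-8 calcium fluorescence; Benchmarks: high control carbachol 87 µM, low control DMSO.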
S1P4 agonist: agonists of human S1P4 receptor; O95977; 220,000 tested, 0.35% active; activation, % at 4.98 µM; S1P4-expressing cell line, agonist reporter assay; in the data active = activation above about 11%;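 also: 0% = DMSO vehicle and 100% = reference agonist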
Target sequence (O95977 whole entry, looked up): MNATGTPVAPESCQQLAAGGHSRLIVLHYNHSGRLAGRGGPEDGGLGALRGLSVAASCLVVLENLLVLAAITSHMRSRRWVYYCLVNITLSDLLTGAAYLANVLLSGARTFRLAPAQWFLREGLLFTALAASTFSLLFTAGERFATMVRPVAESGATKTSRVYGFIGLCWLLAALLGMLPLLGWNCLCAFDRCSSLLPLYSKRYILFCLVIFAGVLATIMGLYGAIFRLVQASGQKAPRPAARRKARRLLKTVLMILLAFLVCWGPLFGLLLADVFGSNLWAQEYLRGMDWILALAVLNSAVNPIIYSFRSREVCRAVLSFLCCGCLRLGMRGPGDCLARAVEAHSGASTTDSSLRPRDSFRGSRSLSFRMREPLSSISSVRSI
S1P4 antagonist: antagonists of human S1P4 receptor | S1P4-expressing cells, antagonist mode, reporter read-out | O95977 | inhibition, % at 4.98 µM | 220,000 tested, 0.26% active; in the data active = inhibition above about 29%;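 also: 0% = wells stimulated with agonist and 100% = vehicle wells without agonist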
Ba/F3 V617F tox: loss of viability in JAK2V617F-driven Ba/F3 cells; Ba/F3 EpoR-JAK2V617F viability, ATP luminescence; inhibition, % at 5.6 µM; 220,000 tested, 1.1% active; AID 1446;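 active = inhibition above the campaign mean plus 3 SD over all tested compounds, cut at about 24% in these data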;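 also: cytokine-independent growth of Ba/F3 cells driven by EpoR plus mutant JAK2; 0% = DMSO-treated cells and 100% = JAK inhibitor I control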
BaF3 parental: counter-screen for JAK2V617F inhibitors: parental Ba/F3 viability inhibitors; CellTiter-Glo ATP luminescence; inhibition, % at 5.6 µM; 220,000 tested, 1.1% active; AID 1486;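 active = inhibition above a per-campaign cutoff, the mean inhibition of all tested compounds plus 3 SD, cut at about 27% in these data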;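 also: 0% = DMSO wells and 100% = JAK Inhibitor I control wells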
m-calpain inh: inhibitors of pig calpain II | inhibition, % at 16 µM | 220,000 tested, 0.37% active | purified calpain II, fluorogenic peptide substrate, 30 min;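 active = inhibition above about 50%, limit read from the data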
EP2 mod: modulates human prostaglandin E2 receptor EP2 signaling; 260,000 tested, 0.83% active; AID 940; EP2-expressing cells, cAMP HTRF FRET, PGE2 co-stimulation; induction, % at 25 µM;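 active = compounds whose cAMP rise, as percent of the full-agonist control response, exceeds 60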;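 also: rat C6 glioma line stably carrying human EP2 under a CMV promoter; the protocol text gives 20 µM as final concentration; 100% = response of wells given 1 µM PGE2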
Target sequence (P43116 whole entry, looked up): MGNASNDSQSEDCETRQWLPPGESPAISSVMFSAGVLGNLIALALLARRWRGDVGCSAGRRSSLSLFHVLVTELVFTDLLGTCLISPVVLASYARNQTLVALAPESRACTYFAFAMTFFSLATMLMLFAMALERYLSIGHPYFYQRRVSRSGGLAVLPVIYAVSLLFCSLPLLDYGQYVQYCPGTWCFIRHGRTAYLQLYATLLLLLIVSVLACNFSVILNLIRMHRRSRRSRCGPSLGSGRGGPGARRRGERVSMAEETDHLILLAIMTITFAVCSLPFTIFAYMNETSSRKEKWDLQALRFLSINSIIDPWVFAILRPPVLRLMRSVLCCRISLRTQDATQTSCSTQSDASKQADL
PERK inhibitor: blocks human PERK kinase; inhibition, % at 5.6 µM; AID 1416; 220,000 tested, 0.17% active; CHO PERK-DD fusion, SEAP luminescence translation reporter;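 active = inhibition above the mean inhibition of all tested compounds plus 3 SD, set separately per screening campaign, cut at about 2.9% in these data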;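 also: PERK kinase domain activated by AP20187 dimerizer at 100 nM; 0% = DMSO with dimerizer and 100% = rapamycin at 8.4 µM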
Active calls of the source: *; i = inactive; / = not tested or not shown; & = joins results of further samples. Compounds as they come. Share with any hit: about 3.6%.

SMILES	zfTRPN1 agonist	TRPML3 agonist	S1P4 agonist	S1P4 antagonist	Ba/F3 V617F tox	BaF3 parental	m-calpain inh	EP2 mod	PERK inhibitor
Cc1ccc(C)c(S(=O)(=O)N2CC(=O)Nc3ccccc32)c1	1.1	2.8	-1.4	-15	-1	1	11	-3	0.3
COc1ccccc1N1CCN(S(=O)(=O)c2ccccc2F)CC1	-0.6	9.6	0.6	-20	-3	4	-7	19	-0.1
CCO[C@H]1OC(C(=O)Nc2ccccc2)=C[C@@H](C)[C@@H]1CCCO	1.0	0.1	-0.4	11	-1	0	-12	-10	1.6
CCCn1c(SCc2ccccc2)nc2c1c(=O)[nH]c(=O)n2C	-2.0	-0.5	-0.2	-6	-1	7	18	20	-0.1
O=C(OC1CCOC1=O)c1cc(-c2cccs2)nc2ccccc12 (centres undefined)	0.8	1.5	-1.9	4	-3	0	i	-11	1.2
Nc1cc(=O)[nH]c(=O)n1Cc1ccccc1	0.3	1.1	0.3	-13	1	6	-1	17	0.4
Cc1ccccc1NC(NC(=O)c1cccnc1)C(Cl)(Cl)Cl (centres undefined)	0.7	0.5	0.6	-18	1	7	26	6	0.3
O=C(N/N=C/c1ccc([N+](=O)[O-])o1)c1cc(-c2ccc(-c3ccccc3)cc2)nc2ccccc12	-2.9	-0.2	1.5	-3	64*	62*	-50	-28	0.8
Cc1ccc(/C=N/Nc2nc3ccccc3s2)o1	-0.3	0.6	1.4	-6	0	6	15	19	1.1
O=[N+]([O-])c1cccc(/C=N/NC2=NS(=O)(=O)c3ccccc32)c1	1.1	1.1	2.2	-8	0	6	-2	-12	0.3
Cn1ccnc1SCC(=O)Nc1cccc(S(=O)(=O)N2CCCCC2)c1	0.4	-0.1	-0.3	-21	1	7	9	-11	0.8
COc1ccc(NC(=O)C2CCCN(c3nccc(C)n3)C2)cc1 (centres undefined)	-0.9	-0.5	0.6	-7	2	6	-14	-30&-15	-0.1
Cc1ccc(C(C)C)c(OCc2ccc(C(=O)N/N=C/c3ccc(O)c(O)c3)cc2)c1	-0.9	0.1	0.3	2	39*	78*	-11	-4	-0.4
Cc1cc2ncn(C3CC(=O)N(Cc4ccccc4)C3=O)c2cc1C (centres undefined)	3.6	1.2	2.8	-9	-2	5	-10	-2	0.1
S=c1nc(-c2csc3c2CCCC3)[nH][nH]1	-0.5	1.2	0.0	-18	-1	5	-22	14	1.2
COc1cc(C2N(c3cccc(Cl)c3)C(=O)C3CCCN32)cc(OC)c1OC (centres undefined)	-0.2	0.0	2.7	-21	-1	0	-11	6	-0.8
CCOC(=O)N1CCC(=NNc2ccc(S(N)(=O)=O)cc2[N+](=O)[O-])CC1	0.9	1.0	1.6	-15	2	6	-14	-7	1.2
CCCCCCC(=O)N(O)C1CC(=O)N(c2ccc(Br)cc2)C1=O (centres undefined)	-0.7	-0.1	0.6	4	-2	5	7	8	0.3
Cc1ccccc1C(=O)NC1CCN(Cc2ccccc2)CC1	1.8	0.7	-0.6	-10	-1	7	-27	-15	0.1
CCCn1c(N)c(C(c2ccc(C(=O)OC)cc2)N2CCN(c3ccccc3)CC2)c(=O)[nH]c1=O (centres undefined)	0.2	0.3	0.3	-15	1	5	-29	5	0.2
COC(=O)c1cnn(-c2ccc(C)c(C)c2)c1-n1cccc1	-1.7	-1.3	-1.1	0	4	2	-7	-9	-0.1
N#Cc1ccsc1NC(=O)CN1CCN(Cc2ccccc2)CC1	-0.4	0.7	-0.6	-12	2	6	-14	-25	0.5
COc1ccc(/C=N/NC(=O)c2ccccc2O)cc1CN1CCOCC1	0.7	0.4	0.1	0	-4	-5	1	0	0.3
COc1ccc(OC)c(-c2csc(NC(=O)Cn3[nH]c(=O)c4ccccc4c3=O)n2)c1	-2.0	-0.8	-1.3	-22	-5	4	-166	-42	-0.4
COC(=O)CCN1CCN(S(=O)(=O)c2cccc(Br)c2)CC1	-1.0	1.1	1.3	-24	-1	7	23	6	0.4
COc1ccc2[nH]c(CN3CCN(CC(C)C)C(CCO)C3)c(C)c2c1 (centres undefined)	0.9	0.8	1.0	7	3	3	-17	-9	0.9
CCc1ccc(NC(=O)c2cc(C(C)C)on2)cc1	-0.6	0.3	-1.6	9	2	2	2	5	-0.3
O=C(O)/C=C/c1ccc(-c2cccc(C(F)(F)F)c2)o1	1.8	-0.1	1.2	5	2	8	-4	-11	0.8
CCCCN(CC)C(=O)Cn1c(=O)sc2ccccc21	-0.7	0.2	-2.9	-22	0	2	-33	45	0.5
O=C(Nc1ccccc1)c1cc([N+](=O)[O-])ccc1NCc1cccnc1	-0.5	0.3	1.4	-7	3	14	35	4	-0.7
CC(C)CNS(=O)(=O)c1ccc(CCC(=O)NCc2cccnc2)cc1	-0.8	0.3	-3.6	-17	-2	-1	-25	-4	1.0
O=C(CCS(=O)(=O)c1cccs1)Nc1ccc(C(=O)NCc2cccs2)cc1	0.9	0.6	0.8	0	-3	-2	34	8	1.0
Cc1noc(C)c1C(=O)NC1CCCc2ccccc21 (centres undefined)	1.6	-0.9	2.9	-22	-3	0	-22	15	0.2
Cc1ccc(C#CC(C)(O)C(C)(C)C)cn1 (centres undefined)	1.4	0.7	-0.1	2	-3	-1	-16	-1	0.7
Cc1ccc(COc2ccsc2C(=O)NN)cc1	-1.3	0.2	-1.1	10	-2	-10	-9	0	1.1
CCCc1cc(=O)[nH]c(SCC(=O)N(Cc2ccccc2)C(C)C)n1	0.5	-0.6	2.1	-4	-3	0	11	13	-1.2
O=C(NCc1ccccc1)C(=O)Nc1cccc(C(=O)O)c1	-1.0	0.3	-1.5	4	5	-1	20	-32	-1.2
O=C(NCCc1ccc(Cl)cc1)Nc1ccc(F)cc1	1.7	1.2	1.0	-16	1	5	-11	-57	0.9
COC(=O)c1ccccc1NC(=O)Nc1ccc(C)cn1	0.8	0.9	1.5	1	4	4	20	-18	1.1
Cc1nnc(NC(=O)c2ccccc2F)s1	-0.1	0.1	1.7	-14	1	1	5	-1	0.0
Cc1ccc(C2CC(=O)NC(SCC(=O)OCc3ccccc3)=C2C#N)o1 (centres undefined)	0.8	0.1	2.2	-8	2	3	22	-46	-1.0
O=C(/C=C/c1ccco1)Nc1ccc(CN2CCOCC2)cc1	2.1	0.9	-0.2	-8	-1	3	12	1	1.2
Cc1noc(NS(=O)(=O)c2ccc(NC(=O)C34CC5CC(C3)CC(n3cnc(Br)n3)(C5)C4)cc2)c1C	0.4	0.5	-1.6	-7	-1	5	-24	5	1.2
CCNC(=S)N1C2CCC1CC(NC(=O)NC1CCCCC1)C2 (centres undefined)	0.6	0.7	-2.1	2	-2	6	-4	19&6	0.9
Cn1c2ccccc2c2cc(C(=O)O)ccc21	-0.5	0.3	-3.1	6	0	5	16	-8	0.0
Cc1cc(C)n(-c2nnc(C)n2NS(C)(=O)=O)n1	0.6	1.1	-0.4	-13	-5	-1	-23	20	1.9
CCC(O)c1cc2c(cc1NC(=O)c1ccc(C)cc1)OCCO2 (centres undefined)	0.5	0.0	0.3	14	0	4	-18	1	-1.0
O=C(COC(=O)c1ccc(O)cc1)NCC1CCCO1 (centres undefined)	-1.6	1.2	0.1	5	0	9	-14	17	0.0
O=Cc1ccc(O)c2ncccc12	2.6	0.4	2.4	0	8	53*	-346	-10	-0.4
C=CCn1c(N)nc2ccccc21	1.2	0.7	-0.5	5	0	2	-21	-14	1.0

Pulled by structure from the entries so far (4):
SMILES	zfTRPN1 agonist	TRPML3 agonist	S1P4 agonist	S1P4 antagonist	Ba/F3 V617F tox	BaF3 parental	m-calpain inh	EP2 mod	PERK inhibitor
COC(=O)c1ccccc1NC(=O)Nc1ccc(C)cn1	0.8	0.9	1.5	1	4	4	20	-18	1.1
C=CCn1c(N)nc2ccccc21	1.2	0.7	-0.5	5	0	2	-21	-14	1.0
CCOC(=O)N1CCC(=NNc2ccc(S(N)(=O)=O)cc2[N+](=O)[O-])CC1	0.9	1.0	1.6	-15	2	6	-14	-7	1.2
Cc1ccc(C)c(S(=O)(=O)N2CC(=O)Nc3ccccc32)c1	1.1	2.8	-1.4	-15	-1	1	11	-3	0.3

Remaining list, next part:
SMILES	zfTRPN1 agonist	TRPML3 agonist	S1P4 agonist	S1P4 antagonist	Ba/F3 V617F tox	BaF3 parental	m-calpain inh	EP2 mod	PERK inhibitor
CC1CCN(C(=O)CSc2nnc(-c3cc4ccccc4cc3O)n2Cc2ccco2)CC1	-0.4	-0.7	-2.1	2	1	4	-90	20	-0.9
Cc1cccc(C)c1NC(=O)CNC(=O)CCC(=O)c1cccs1	-1.9	-0.3	0.4	-8	4	8	-8	-15	-0.3
CCOC(=O)C1=C(C)N(C)C(=S)NC1c1c(OCC)ccc2ccccc12 (centres undefined)	0.5	0.2	1.9	-13	-4	2	-2	10	0.3
CC(=O)C1=C(C)NC(C)=C(C(C)=O)C1c1cccs1	-0.6	0.3	0.0	-17	1	4	-34	14	0.3
C#CCSc1ncc(-c2ccccc2)cn1	-2.1	-2.4	0.2	-9	8	10	30	17	0.3
COc1ccccc1-n1c(=O)c2c3c(sc2n2c(SC)nnc12)CCC3	0.2	0.1	1.4	-16	0	5	/	/	1.2
O=C1OC(c2cccs2)=N/C1=C/c1ccc(-c2cccc(C(=O)O)c2)o1	1.6	1.0	1.8	-26	0	1	-32	-49	1.0
COc1ccccc1N1CCN(S(=O)(=O)c2cccs2)CC1	-0.5	7.6	0.6	-10	-2	1	-6	1	-0.1
CCOC(=O)C1(Cc2cccc(F)c2)CCN(C(=O)COC)CC1	0.4	0.5	-0.3	-19	0	1	-22	47	0.0
Cc1ccc(C)c(-n2c(-c3ccncc3)n[nH]c2=S)c1	-1.1	0.3	0.1	0	-2	3	12	-41	0.2
O=C(NCc1ccccc1Cl)c1cnn2cccnc12	0.0	0.5	-1.6	-2	2	4	-62	-100	-0.1
O=C(/C=C/Nc1cccc(C(F)(F)F)c1)c1ccc(Oc2ncccn2)cc1	2.6	0.7	1.3	-23	1	4	5	17	0.9
CSc1nsc(SCC(=O)Nc2ccc(OC(C)=O)cc2)n1	-0.1	0.2	-0.7	-5	-2	-1	20	-25	-0.3
COC(=O)c1ccc(CSc2nc3ccccc3c(=O)n2-c2ccc(OC)c(OC)c2)o1	1.4	1.1	0.1	8	2	2	-36	9	-1.2
CC1(C)CC(=O)C(C(=O)Cc2ccccc2[N+](=O)[O-])C(=O)C1	0.4	1.1	0.0	-14	-1	4	0	11	0.8
Cc1ccc(NC(=S)NN2CCN(C)CC2)cc1	1.3	0.0	0.6	-22	-2	4	-12	7	1.1
O=C(Cn1ncc(N2CCCC2)c(Br)c1=O)c1ccc(Cl)cc1	0.7	0.4	-0.1	-11	1	4	14	-11	-0.1
COCCNCCCOc1ccc(C)cc1Br	1.4	0.3	1.4	-14	-2	1	-1	11	-0.5
CCOC(=O)CNc1ccc2c(c1)OCO2	-1.4	0.6	0.0	-16	1	2	-8	23	0.8
O=C(Nc1ccc(C(F)(F)F)cc1)c1cc(S(=O)(=O)NCC2COc3ccccc3O2)ccc1F (centres undefined)	3.5	0.8	-0.9	-3	-2	4	9	-55	0.8
